Screening data from PubChem BioAssay.
FN deposit inh – fibronectin deposition inhibition. AH1F fibroblasts, Alexa488-fibronectin deposition fluorescence, overnight. inhibition, % at 12.6 µM. 350,000 compounds, 0.086% hits. AID 743247;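 active = mean inhibition across replicates of 30% or more, regardless of how many single replicates reach that level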;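 note: positive control wells lacked labelled fibronectin entirely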
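Material: AH1F fibroblast monolayer depositing Alexa488-labelled fibronectin into matrix | Input: 10000 AH1F cells/well | Medium: DMEM plus 2% serum, read in PBS | Reagent: Alexa488-fibronectin, 24 nM final in well | Compound dosing: One dose per compound, pinned | Schedule: 1 h adhesion, overnight exposure | Measured by: Fluorescence at 485 nm excitation, 525 nm emission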
ERAP1 HTS inh – ERAP1 (human) enzyme inhibition. Q9NZ08. 340,000 compounds, 0.15% hits. recombinant ERAP1, Leu-AMC fluorescence, 60 min. AID 652197. inhibition, % at 10.7 µM;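 active = mean replicate inhibition of at least 30%, or all replicates individually reaching that 30% level; inactive = mean below 30% and not every replicate reaching it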;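 note: 0% = neutral control wells and 100% = L-leucinethiol positive control wells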
Target sequence (Q9NZ08 whole entry, looked up): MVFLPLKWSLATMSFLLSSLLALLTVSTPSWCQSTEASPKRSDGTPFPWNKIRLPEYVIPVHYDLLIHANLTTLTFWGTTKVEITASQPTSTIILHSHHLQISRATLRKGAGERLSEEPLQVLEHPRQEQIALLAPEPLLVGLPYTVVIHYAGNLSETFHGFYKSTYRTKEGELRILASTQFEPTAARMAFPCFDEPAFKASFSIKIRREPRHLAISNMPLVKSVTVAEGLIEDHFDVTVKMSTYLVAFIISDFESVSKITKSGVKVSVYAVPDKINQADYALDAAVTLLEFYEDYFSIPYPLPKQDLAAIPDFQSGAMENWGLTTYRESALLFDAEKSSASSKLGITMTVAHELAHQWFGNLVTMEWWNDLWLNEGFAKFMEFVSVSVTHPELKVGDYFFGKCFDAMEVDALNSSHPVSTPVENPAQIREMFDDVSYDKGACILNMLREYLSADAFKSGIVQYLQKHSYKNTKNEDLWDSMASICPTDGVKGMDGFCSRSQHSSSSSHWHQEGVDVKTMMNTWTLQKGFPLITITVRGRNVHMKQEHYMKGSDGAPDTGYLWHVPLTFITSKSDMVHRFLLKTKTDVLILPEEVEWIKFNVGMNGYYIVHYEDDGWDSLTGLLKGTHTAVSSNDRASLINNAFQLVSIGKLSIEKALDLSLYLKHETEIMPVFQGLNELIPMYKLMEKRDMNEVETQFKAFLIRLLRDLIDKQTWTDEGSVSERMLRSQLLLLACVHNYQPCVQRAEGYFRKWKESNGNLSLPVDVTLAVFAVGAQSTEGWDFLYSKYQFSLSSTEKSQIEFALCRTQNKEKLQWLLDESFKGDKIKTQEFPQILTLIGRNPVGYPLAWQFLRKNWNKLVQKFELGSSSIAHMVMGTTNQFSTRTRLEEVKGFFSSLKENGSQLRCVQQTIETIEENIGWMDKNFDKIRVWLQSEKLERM
PAX8 inh HTS – inhibitors of PAX8 transcriptional activity in RMG-I cells. RMG-I TPO-luciferase reporter, SteadyGlo, 24 h. inhibition, % at 12.6 µM. 360,000 compounds, 1.2% hits. AID 652154;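 active = mean replicate inhibition at least 60% with every replicate also reaching 60%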;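 note: luciferase light reporting Pax8 driven TPO promoter activity; plate controls were median of neutral control wells for no effect and mitoxantrone controls for full effect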
EWS-Fli block – EWS/Fli transcriptional activity inhibition; A673 NR0B1-luciferase reporter, viability-normalised; inhibition, % at 12.6 µM; 350,000 compounds, 0.67% hits;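 active = mean inhibition of at least 50% after viability correction, with every replicate also passing that limit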;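 note: firefly luciferase signal divided by Alamar Blue viability fluorescence both relative to DMSO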
S100A4 MyoIIA – S100A4-myosin IIA interaction inhibition; P26447; S100A4/TAMRA-MyoIIA peptide fluorescence polarization; inhibition, % at 10.7 µM; 360,000 compounds, 0.14% hits;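 active = mean inhibition of at least 70% across replicates, with every replicate also reaching that level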
Target sequence (P26447 whole entry, looked up): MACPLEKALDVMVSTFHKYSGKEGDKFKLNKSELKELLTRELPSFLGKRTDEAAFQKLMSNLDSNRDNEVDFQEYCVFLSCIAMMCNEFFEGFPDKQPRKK
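Assay system: human S100A4 monomer with TAMRA-labelled myosin IIA peptide / Buffer or medium: Calcium-containing HEPES buffer, pH 7.2 / Reagent: TAMRA-labelled myosin IIA heavy-chain peptide probe, 5 nM / Compound: one dose per compound / Timing: polarization read 5 min after assay mix addition, stable 5–60 min / Benchmarks: neutral control DMSO, positive control TFP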
PglD DTNB – PglD (C. jejuni) enzyme inhibition; AID 602405; purified PglD enzyme, DTNB colorimetric CoA detection; inhibition, % at 12.5 µM; 360,000 compounds, 0.098% hits; in the data active = inhibition above about 16%, passing the limit was not always enough; note: strong numbers were not always called active
LGR2 antag – blocks bursicon-induced cAMP signaling via Drosophila LGR2 | inhibition, % at 9.99 µM | AID 720647 | 380,000 compounds, 0.35% hits | HEK293 LGR2, CRE-luciferase, bursicon-stimulated, 4 h;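 active = drop in luminescence signal, shown as inhibition above about 50% in the replicate tests, limit read from the data, passing the limit was not always enough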;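 note: agonist challenge used bursicon conditioned medium at about half maximal strength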
PGC1a acetyl inh – lowers PGC1a acetylation signal in U2OS cells; AlphaScreen anti-acetyl-lysine; with virally co-expressed GCN5 acetyltransferase; inhibition, % at 15.6 µM; 350,000 compounds, 0.17% hits; AID 651687;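 active = every replicate shows inhibition of at least 40%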;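 note: 0% = neutral control wells and 100% = positive control wells; some results beyond the cut were filed as inactive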
Numbers without * were called inactive; . = no result given; & = joins results of further samples.

SMILES	FN deposit inh	ERAP1 HTS inh	PAX8 inh HTS	EWS-Fli block	S100A4 MyoIIA	PglD DTNB	LGR2 antag	PGC1a acetyl inh
COc1ccc(N2CCN(C(=O)COC(=O)CNC(=O)c3ccccc3)CC2)cc1	.	-2.7	14.9	.	-3.7	-1.4	-3.2	.
Cc1ccc(S(=O)(=O)Nc2ccc3c(c2)C(=O)N([C@H](C)CO)C[C@@H](C)[C@@H](CN(C)S(=O)(=O)c2ccccc2)OCCCC[C@@H](C)O3)cc1	11.8	-1.5	25.6	.	-7.8	.	1.9	-30.6
C[C@@H]1CCc2cnnn2COC[C@@H](c2ccccc2)NC1=O	0.6	1.1	1.1	0.8	-3.2	.	-13.0	.
COC(=O)c1ccc(COc2ccc(Cl)cc2)o1	-2.5	-3.7	-50.1	-25.5	-0.5	0.2	-22.4	-4.0
CC(=O)N1[C@@H](CO)[C@@H]2c3ccccc3N(S(=O)(=O)c3cccc(C)c3)C[C@@H]21	.	1.9	-1.0	-7.5	9.7	0.5	-16.5	-6.4
CCOC(=O)N1CC=C2C(C#N)=C(N)C(C#N)(C#N)[C@H](c3cccs3)[C@H]2C1	.	4.3	.	6.6	-4.7	3.4	.	9.6
Cc1ccc(NC(=O)Cn2nnc(C(=O)Nc3ccc(F)c(Cl)c3)c2N)cc1	6.0	-2.0	15.1	0.5	2.0	-3.1	-12.1	-13.8
Cc1ccc(-c2csc(NC(=O)c3c(C)noc3C)n2)cc1	2.5	2.1	-72.6	-47.3	-2.5	6.8	-14.0	-1.9
CCOC(=O)c1cc(-c2csc(COc3ccc(Cl)cc3)n2)on1	13.6	-0.3	7.2	2.6	-2.1	.	-6.4	1.8
COc1ccc(CN2C(=NC(=O)c3ccccc3)SC3CS(=O)(=O)CC32)cc1 (stereo not given)	-3.3	2.3	14.0	.	-1.3	1.4	13.1	-2.4
C[C@@H]1CN([C@@H](C)CO)S(=O)(=O)c2ccc(-c3cncnc3)cc2O[C@@H]1CN(C)C(=O)C1CCC1	.	-0.6	.	-9.3	14.8	1.8	-4.0	6.8
CCc1nnc(NC(=O)c2cc(S(=O)(=O)N3CCCCC3)ccc2C)s1	.	0.0	-1.8	-0.7	-3.0	0.8	0.7	-9.2
O=S(=O)(c1cc(F)ccc1F)N1CCN2CCCC2C1 (stereo not given)	-12.4	0.5	5.4	-2.7	-9.7	5.3	6.3	4.0
C=CC[C@H](CC(=O)N(CCO)Cc1ccccc1)C(=O)NCCOC(=O)[C@@H](CC=C)Cc1ccc(F)cc1	10.2	-1.7	23.7	-3.2	-6.2	-0.3	-0.9	-17.9
COc1cccc2cc(C(=O)Nc3ccccc3C)/c(=N/NS(=O)(=O)c3ccccc3)oc12	-0.9	-0.1	11.8	10.5	4.1	1.1	.	.
NS(=O)(=O)c1ccc(NC(=O)COC(=O)c2cn(-c3ccccc3)nc2-c2ccccc2)cc1	.	.	-5.2	3.1	-3.4	-1.6	4.7	-21.5
C[C@H](CO)NC(=O)c1[nH]cnc1C(=O)Nc1ccc(CNC(=O)OC(C)(C)C)cc1	-3.3	4.4	-14.7	-4.7	7.8	-3.3	-7.6	.
Cc1ccnc(NC(=O)CCC(=O)N(CC(=O)NCCc2ccccc2)Cc2cccs2)c1	-7.6	.	2.8	-5.6	-4.4	-10.4	-0.7	.
Cc1ccc(S(=O)(=O)Cc2ccc(C(=O)N3CCN(c4ccccn4)CC3)o2)cc1	1.6	2.3	-14.5	-4.0	1.6	0.5	0.7	-21.8
COCC(=O)Nc1cc(C)c2c(=O)oc3ccccc3c2n1	26.0	.	-14.6	-14.8	-0.5	-1.1	29.9	-0.5
Cc1noc(C)c1C(=O)NCCc1ccc(S(N)(=O)=O)cc1	.	0.1	9.1	3.2	29.2	-1.9	-3.1	14.3
O=[N+]([O-])c1cccc(-c2csc(CS(=O)(=O)Cc3ccco3)n2)c1	3.7	.	-4.7	-7.1	-1.3	2.4	-4.0	-0.4
CC(=O)Nc1cc(-c2cccc(C(=O)NCCO)c2)cn2c(-c3ccc(F)cc3)cnc12	0.2	29.3	26.5	7.0	-0.6	-3.6	13.4	4.6
CCCc1ccc2ccc3ccccc3c2n1	2.2	5.4	14.1	-21.6	0.2	0.4	-14.9	-11.4
CCOc1ccc(NC(=O)c2nn(C)c(C(=O)Nc3ccc(OCC)cc3)c2[N+](=O)[O-])cc1	0.4	-1.0	27.3	-3.0	-1.5	-5.1	10.2	-12.4
O=C(C[C@H]1C=C[C@@H](NC(=O)C2CCC2)[C@@H](CO)O1)NC1CCCCC1	0.8	1.5	.	0.4	2.8	-1.8	5.6	4.2
COCc1cc(C)nc(NC2CCCCC2)c1C#N	4.5	.	0.7	.	.	4.1	.	9.7
CO[C@@H]1CN(C)C(=O)c2ccc(NS(=O)(=O)c3ccc(C)cc3)cc2OC[C@H](C)N(C)C[C@H]1C	-2.6	0.1	2.4	10.9	-3.7	-2.9	4.9	.
CCCNC(=O)N1CCC2(CC1)CN(C(=O)CC)[C@@H](CO)c1[nH]c3cc(OC)ccc3c12	.	0.9	.	0.7	7.1	.	1.5	.
O=C(N[C@H]1CC[C@@H](CCn2cc(-c3ccccn3)nn2)O[C@@H]1CO)c1ccccc1	.	-0.3	.	-7.9	9.3	8.6	11.0	5.2
COc1ccc(C#Cc2ccc([C@H]3[C@@H](CO)N4CCCCN(S(=O)(=O)c5cn(C)cn5)C[C@@H]34)cc2)cc1	.	-1.3	-20.2	-29.5	14.6	0.5	-36.0	-1.8
C[C@@H]1CN([C@@H](C)CO)C(=O)c2cc(NS(C)(=O)=O)ccc2O[C@@H]1CN(C)C(=O)Nc1ccc(C(F)(F)F)cc1	.	14.4	-2.7	8.5	0.0	-1.3	-5.4	19.2
CCN(CC)S(=O)(=O)c1ccc(C(=O)NC(C)(C)C)cc1	1.6	0.1	-8.0	2.9	0.9	3.5	7.9	-11.8
Cc1ccc(NC(=O)CSc2nnc(Cn3cnc4ccccc43)o2)c(C)c1	6.1	.	1.1	.	.	-2.1	.	7.8
Cc1ccc(C)c(NC(=O)CN(C)S(=O)(=O)c2cccc3cccnc23)c1	12.6	.	0.4	1.3	5.0	.	4.4	-3.4
NC(=O)CN1C(=O)NC2(CCOc3ccccc32)C1=O (stereo not given)	-0.9	0.4	-14.5	4.9	0.2	-4.5	2.1	.
COc1ccc(-n2ncc(C(C)NS(=O)(=O)c3cc(F)ccc3C)c2C)cc1 (stereo not given)	.	-5.4	2.2	-3.4	-13.8	3.3	0.0	0.7
O=c1cc(-c2ccccc2)[nH]n1-c1ccc([N+](=O)[O-])cc1	.	1.9	.	-22.8	-0.6	-3.2	-32.6	5.5
O=C(Cc1ccccc1F)NCC(c1ccco1)N1CCCCC1 (stereo not given)	6.1	2.5	7.7	-14.6	-12.1	.	19.4	.
CC(=O)Nc1ccc(Nc2cc(C)nc3c(-c4ccccc4)cnn23)cc1	14.5	.	-1.3	.	.	1.8	-24.1	2.2
C[C@@H]1CN([C@@H](C)CO)C(=O)c2cc(NS(C)(=O)=O)ccc2O[C@@H]1CN(C)S(=O)(=O)c1ccccc1	3.9	-3.1	9.2	-2.1&7.7	-4.0	5.2	-8.7&-48.3	-8.6
Cc1ccc(/C=C2\SC(=S)N(c3c(C)n(C)n(-c4ccccc4)c3=O)C2=O)cc1	.	1.4	.	5.7	4.4	-6.1	11.9	.
COc1ccc(C(=O)NNC(=O)C(=O)NC2CCCCC2)cc1	-3.4	-0.2	10.5	15.9	2.5	7.7	19.1	.
C[C@@H]1CN([C@@H](C)CO)C(=O)c2cccc(NC(=O)CCCCCC(=O)Nc3ccccc3N)c2O[C@@H]1CN(C)C(=O)Nc1cccc2ccccc12	.	-3.4	6.3	0.8	-0.7	.	2.6	-3.2
Cc1cc(C)c2c(CC(=O)NC3CCS(=O)(=O)C3)coc2c1 (stereo not given)	-12.6	-0.5	-32.4	.	-10.2	-2.5	1.9	4.9
CCOC(=O)C1=NN(c2ccc(Cl)cc2)C(=O)C1	2.5	-3.6	-147.7	-7.7	-2.8	.	-54.0	-1.2
COc1ccc(CNC(=O)CN2CCC(C(=O)c3ccc(OC)cc3)CC2)cc1	-4.9	.	.	.	.	0.0	-8.4	-16.6
Cc1[nH]nc2c1C(c1cccc(C(F)(F)F)c1)NC2=O (stereo not given)	2.2	0.9	-23.9	-1.5	-4.3	.	0.9	.
O=C(CN1C(=O)C2CC=CCC2C1=O)Nc1ccc(S(=O)(=O)Nc2ncccn2)cc1 (stereo not given)	-1.0	-1.5	10.6	4.7	-3.3	2.4	-33.1	-3.3
COc1ccccc1NC(=O)N[C@@H]1C=C[C@H](CC(=O)N2CCC(Cc3ccccc3)CC2)O[C@@H]1CO	2.5	3.8	15.3	-2.4	-1.9	3.2	-13.2	-4.9
COc1cccc(C2CC(=O)Nc3n[nH]c(-c4ccccc4)c32)c1OC (stereo not given)	-6.1	.	-6.7	-3.1	3.7	-1.4	-3.6	9.0
COc1ccc(/C=C2/SC(=S)N(CCCC(=O)Nc3ccccc3C(=O)O)C2=O)cc1	9.0	-2.7	37.6	63.9*	2.3	-14.1	-2.5	.
COC(=O)c1ccc(CNc2ccc(C(C)=O)cc2)cc1	-6.7	4.5	31.7	-12.8	3.2	-1.3	-14.9	-4.1
CCC1CCCCN1CCCNC(=O)c1c(O)nc2ccccn2c1=O (stereo not given)	-7.7	-7.9	-10.5	.	-0.5	-0.1	3.9	-1.5
COc1ccc(-c2nc3ccccn3c2NC2CCCCC2)cc1SC1CCCCC1	-1.0	-2.3	32.3	22.8	-9.0	-3.7	.	-8.1
Cc1noc(C)c1NC(=O)N(C)C[C@@H]1Oc2ncc(C#CCC(C)C)cc2C(=O)N([C@@H](C)CO)C[C@H]1C	.	2.9	-20.1	1.6	9.8	5.1	2.7	1.8
O=C(NC1CCC1)C1CCC(=O)N(Cc2ccccc2F)C1 (stereo not given)	9.8	-1.1	-9.9	-5.7	-1.4	-2.1	4.5	-6.6
C[C@@H]1CCCCO[C@H](CN(C)C(=O)NC2CCCCC2)[C@@H](C)CN([C@@H](C)CO)C(=O)c2cc(NC(=O)Cc3ccccc3)ccc2O1	.	-2.3	.	-2.5	-0.1	-2.4	-6.8	3.1
C[C@@H](NC(=O)C[C@@H]1CC[C@@H]2[C@H](COC[C@@H](O)CN2C(=O)Nc2ccccc2)O1)c1ccccc1	-14.4	0.1	4.7	2.9	2.7	-0.8	17.5	-1.2
CSc1nncc(/C(C)=N/O)n1	5.8	-1.9	26.3	-1.2	-1.2	-2.7	-1.4	7.1

4 records drawn at random from those above, as already listed:
SMILES	FN deposit inh	ERAP1 HTS inh	PAX8 inh HTS	EWS-Fli block	S100A4 MyoIIA	PglD DTNB	LGR2 antag	PGC1a acetyl inh
COc1ccc(C#Cc2ccc([C@H]3[C@@H](CO)N4CCCCN(S(=O)(=O)c5cn(C)cn5)C[C@@H]34)cc2)cc1	.	-1.3	-20.2	-29.5	14.6	0.5	-36.0	-1.8
C[C@@H]1CN([C@@H](C)CO)C(=O)c2cc(NS(C)(=O)=O)ccc2O[C@@H]1CN(C)C(=O)Nc1ccc(C(F)(F)F)cc1	.	14.4	-2.7	8.5	0.0	-1.3	-5.4	19.2
COc1ccc(-n2ncc(C(C)NS(=O)(=O)c3cc(F)ccc3C)c2C)cc1 (stereo not given)	.	-5.4	2.2	-3.4	-13.8	3.3	0.0	0.7
Cc1noc(C)c1NC(=O)N(C)C[C@@H]1Oc2ncc(C#CCC(C)C)cc2C(=O)N([C@@H](C)CO)C[C@H]1C	.	2.9	-20.1	1.6	9.8	5.1	2.7	1.8
